High-throughput results (PubChem)
QS inhibitor: blocks AIP-induced quorum sensing reporter in S. aureus; AID 527; 24,000 tested, 0.3% active; inhibition, % at 2 µM; S. aureus RN6390 RNAIII-GFP reporter, flow cytometry 3 h;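 active means share of bacteria positive for the green fluorescent reporter and its mean brightness both inhibited by 50% or more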;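 further: 0% = AIP-stimulated control and 100% = unstimulated bacteria without AIP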
QS inhibitor GFP MFI %: also measured in QS inhibitor; calls as there; inhibition, %; measured here: inhibition of GFP MFI
Numbers without * were called inactive.

| nr | SMILES | QS inhibitor | QS inhibitor GFP MFI % |
| --- | --- | --- | --- |
| 1 | COc1cc(OC)cc(-n2nc(C(=O)N3CCC4(CC3)OCCO4)c3ccccc3c2=O)c1 | 4 | 5 |
| 2 | CN1CCC(OC(=O)C2c3ccccc3Oc3ccccc32)CC1 | 0 | 0 |
| 3 | O=C(Cn1ncc2c3ccccc3n(Cc3ccccc3F)c2c1=O)N1CCC2(CC1)OCCO2 | 3 | 20 |
| 4 | N=c1c2c(n(Cc3ccc(Cl)cc3Cl)c3c1CCC3)CCCC2 | 5 | 12 |
| 5 | O=C1CC[C@@]2(O)[C@H]3Cc4ccc(O)c5c4[C@@]2(CCN3CC2CC2)[C@H]1O5 | 2 | 10 |
| 6 | O=C(Cn1ncc2ccccc21)N1CCC2(CC1)OCCO2 | -6 | -8 |
| 7 | O=C(CCCN1CCC2(CC1)C(=O)NCN2c1ccccc1)c1ccc(F)cc1 | 4 | 10 |
| 8 | O=C(CCS(=O)(=O)c1ccc(Br)cc1)N1CCC2(CC1)OCCO2 | 7 | 16 |
| 9 | CCCC(C)C1C(C#N)=C(N)Oc2c1c(=O)oc1ccccc21 (stereo not drawn) | 27 | 54 |
| 10 | Cn1c(C(=O)O)c(CC(=O)N2CCN(Cc3ccccc3)CC2)c2ccccc21 | 2 | 24 |
| 11 | Cc1cccc(-n2c(O)c(C=NCCCN3CCOCC3)c(=O)[nH]c2=O)c1C | 0 | 4 |
| 12 | C=CCOC(=O)C1=C(C)OC(N)=C(C(=O)OCC)C12C(=O)N(CC(N)=O)c1ccccc12 (stereo not drawn) | -2 | -10 |
| 13 | Cc1ccc(Cn2c(C)c3cnn(CC(=O)N4CCC5(CC4)OCCO5)c(=O)c3c2C)cc1 | -9 | -1 |
| 14 | Cc1ccc2c(c1)C1CN(C)CCC1N2C(=O)c1ccc(Br)o1 (stereo not drawn) | 0 | 6 |
| 15 | Cc1ccc(C)c(C2(O)CC(C)N(C)CC2C)c1 (stereo not drawn) | -5 | -28 |
| 16 | COc1ccccc1-n1c(O)c(C=NCc2ccc3c(c2)OCO3)c(=O)[nH]c1=O | 0 | 7 |
| 17 | O=c1[nH]c(=O)n(Cc2ccccc2)c(O)c1C=NCCCO | 0 | 6 |
| 18 | O=C(CCc1nc(-c2ccccc2F)no1)N1CCC2(CC1)OCCO2 | -1 | -25 |
| 19 | O=C(Cc1ccccc1)OCn1nnc2ccccc2c1=O | 0 | -14 |
| 20 | CC(=O)N1CCC2(CC1)CC(=O)c1cc(OCC(=O)N3CCN(C)CC3)ccc1O2 | -1 | -10 |

[21] COc1cccc(OC)c1C1=NCC(=O)Nc2c1oc1ccc(Br)cc21
  QS inhibitor: 3
  QS inhibitor GFP MFI %: 15

[22] O=C(CCn1c(=O)oc2ccccc21)N1CCC2(CC1)OCCO2
  QS inhibitor: -2
  QS inhibitor GFP MFI %: -9

[23] NCC1(CC(=O)O)CCCCC1
  QS inhibitor: -4
  QS inhibitor GFP MFI %: -32

[24] Cc1ccc(S(=O)(=O)NC(CC(=O)N2CCC3(CC2)OCCO3)c2ccco2)cc1 (stereo not drawn)
  QS inhibitor: -2
  QS inhibitor GFP MFI %: -19

[25] CCOC(=O)N(c1ccccc1)P1(=S)OCCO1
  QS inhibitor: -3
  QS inhibitor GFP MFI %: -2

[26] COCCOC(=O)C1=C(N)Oc2c(c(=O)oc3ccccc23)C1c1ccncc1 (stereo not drawn)
  QS inhibitor: -3
  QS inhibitor GFP MFI %: -10

[27] CC(C)NS(=O)(=O)c1ccc(OCC(=O)N2CCN(C)CC2)cc1
  QS inhibitor: -1
  QS inhibitor GFP MFI %: -3

[28] COc1ccc(OC)c([C@@H](O)[C@H](C)NC(C)(C)C)c1
  QS inhibitor: -4
  QS inhibitor GFP MFI %: -5

[29] CN1CCN(C(=O)OC2c3nccnc3C(=O)N2c2ccc(Cl)cn2)CC1 (stereo not drawn)
  QS inhibitor: -2
  QS inhibitor GFP MFI %: -2

[30] CN(C)[C@@H]1C(=O)C(C(N)=O)=C(O)[C@@]2(O)C(=O)C3=C(O)c4c(O)cccc4[C@@](C)(O)[C@H]3C[C@@H]12
  QS inhibitor: -1
  QS inhibitor GFP MFI %: 2

A portion from the list above, as a working copy:
[10] Cn1c(C(=O)O)c(CC(=O)N2CCN(Cc3ccccc3)CC2)c2ccccc21
  QS inhibitor: 2
  QS inhibitor GFP MFI %: 24

[11] Cc1cccc(-n2c(O)c(C=NCCCN3CCOCC3)c(=O)[nH]c2=O)c1C
  QS inhibitor: 0
  QS inhibitor GFP MFI %: 4

[12] C=CCOC(=O)C1=C(C)OC(N)=C(C(=O)OCC)C12C(=O)N(CC(N)=O)c1ccccc12 (stereo not drawn)
  QS inhibitor: -2
  QS inhibitor GFP MFI %: -10

[13] Cc1ccc(Cn2c(C)c3cnn(CC(=O)N4CCC5(CC4)OCCO5)c(=O)c3c2C)cc1
  QS inhibitor: -9
  QS inhibitor GFP MFI %: -1

[14] Cc1ccc2c(c1)C1CN(C)CCC1N2C(=O)c1ccc(Br)o1 (stereo not drawn)
  QS inhibitor: 0
  QS inhibitor GFP MFI %: 6

[15] Cc1ccc(C)c(C2(O)CC(C)N(C)CC2C)c1 (stereo not drawn)
  QS inhibitor: -5
  QS inhibitor GFP MFI %: -28

[16] COc1ccccc1-n1c(O)c(C=NCc2ccc3c(c2)OCO3)c(=O)[nH]c1=O
  QS inhibitor: 0
  QS inhibitor GFP MFI %: 7

[17] O=c1[nH]c(=O)n(Cc2ccccc2)c(O)c1C=NCCCO
  QS inhibitor: 0
  QS inhibitor GFP MFI %: 6

[18] O=C(CCc1nc(-c2ccccc2F)no1)N1CCC2(CC1)OCCO2
  QS inhibitor: -1
  QS inhibitor GFP MFI %: -25

[19] O=C(Cc1ccccc1)OCn1nnc2ccccc2c1=O
  QS inhibitor: 0
  QS inhibitor GFP MFI %: -14

[20] CC(=O)N1CCC2(CC1)CC(=O)c1cc(OCC(=O)N3CCN(C)CC3)ccc1O2
  QS inhibitor: -1
  QS inhibitor GFP MFI %: -10

[21] COc1cccc(OC)c1C1=NCC(=O)Nc2c1oc1ccc(Br)cc21
  QS inhibitor: 3
  QS inhibitor GFP MFI %: 15

[22] O=C(CCn1c(=O)oc2ccccc21)N1CCC2(CC1)OCCO2
  QS inhibitor: -2
  QS inhibitor GFP MFI %: -9

[23] NCC1(CC(=O)O)CCCCC1
  QS inhibitor: -4
  QS inhibitor GFP MFI %: -32

[24] Cc1ccc(S(=O)(=O)NC(CC(=O)N2CCC3(CC2)OCCO3)c2ccco2)cc1 (stereo not drawn)
  QS inhibitor: -2
  QS inhibitor GFP MFI %: -19

[25] CCOC(=O)N(c1ccccc1)P1(=S)OCCO1
  QS inhibitor: -3
  QS inhibitor GFP MFI %: -2

[26] COCCOC(=O)C1=C(N)Oc2c(c(=O)oc3ccccc23)C1c1ccncc1 (stereo not drawn)
  QS inhibitor: -3
  QS inhibitor GFP MFI %: -10

[27] CC(C)NS(=O)(=O)c1ccc(OCC(=O)N2CCN(C)CC2)cc1
  QS inhibitor: -1
  QS inhibitor GFP MFI %: -3

Later entries.
[31] Cn1c(=O)cc(OCC(=O)N2CCN(C3CCCCC3)CC2)c2ccccc21
  QS inhibitor: 0
  QS inhibitor GFP MFI %: -4

[32] CC12CN3CC(C)(CN(C1)C31CCSCC1)C2=O
  QS inhibitor: -2
  QS inhibitor GFP MFI %: -37

[33] CCCNC(=O)c1c(N)n(Cc2ccc3c(c2)OCO3)c2nc3ccccc3nc12
  QS inhibitor: 0
  QS inhibitor GFP MFI %: 5

[34] CCC(=O)N1c2ccc(S(=O)(=O)CCC(=O)N3CCC4(CC3)OCCO4)cc2CC1C (stereo not drawn)
  QS inhibitor: 6
  QS inhibitor GFP MFI %: 26

[35] CC(C)C(=O)c1cn(Cc2ccccc2C#N)c2ccccc12
  QS inhibitor: 8
  QS inhibitor GFP MFI %: 46

[36] CN(C)c1ccc(NC(=O)CN2C(=O)CN=C(c3ccccc3)c3ccccc32)cc1
  QS inhibitor: 0
  QS inhibitor GFP MFI %: -4

[37] O=C(C(Cc1ccccc1)NS(=O)(=O)c1cccc2nsnc12)N1CCC2(CC1)OCCO2 (stereo not drawn)
  QS inhibitor: -10
  QS inhibitor GFP MFI %: -25

[38] CN1CCC(N(C)c2ncnc3ccc(Br)cc23)CC1
  QS inhibitor: -2
  QS inhibitor GFP MFI %: -17

[39] CCCC(C)(COC(N)=O)COC(=O)NC(C)C (stereo not drawn)
  QS inhibitor: -4
  QS inhibitor GFP MFI %: -55

[40] O=C(Cn1c(=O)c(C(F)(F)F)nc2ccccc21)N1CCC2(CC1)OCCO2
  QS inhibitor: 3
  QS inhibitor GFP MFI %: 30

[41] Cn1c(O)c(C=NCc2ccco2)c(=O)n(C)c1=O
  QS inhibitor: -1
  QS inhibitor GFP MFI %: -5

[42] Cc1ccc(C2C(S(C)(=O)=O)=C(O)C(=O)N2c2ccccc2)cc1 (stereo not drawn) (tested in a mixture with another compound)
  QS inhibitor: -1
  QS inhibitor GFP MFI %: -14

[43] CC(C)C(=O)N1CCN(CCN=Cc2c(O)n(C)c(=O)n(C)c2=O)CC1
  QS inhibitor: 0
  QS inhibitor GFP MFI %: 11

[44] O=C(CNS(=O)(=O)c1ccc(Br)s1)N1CCC2(CC1)OCCO2
  QS inhibitor: -5
  QS inhibitor GFP MFI %: -201

Only part of the results is shown; rates above refer to the full screens.
